Apoferritin bind = candidate novel general anesthetic via apoferritin binding. apoferritin/1-aminoanthracene competitive binding, fluorescence. Potency, µM (titrated, usually from 77.5 µM), without a hit: at the top dose activity change, negative = displacement, usual class: inhibitors. hit rate 0.074% among 350,000. P02791; also: potency is read from the fitted curve at half-maximal effect; % is scaled to controls: 0 for no effect and ±100 for the full control effect; nearly all actives have a fitted effect of over 20% in size
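In PBS, apoferritin at 10 uM is loaded with 1-AMA from a 50% saturated solution. After 10 min of compound exposure at ambient temperature, reduced 535 nm fluorescence indicates probe displacement.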
RGS4 inh = inhibitors of human regulator of G protein signaling 4; P49798; Transcreener GDP fluorescence polarization, RGS4-accelerated GTP hydrolysis; Potency, µM (highest dose often 114 µM), inactives show at the top dose activity change, negative = inhibition, hits mostly inhibitors; hit rate 0.039% among 390,000; AID 504845; also: potency is read from the fitted curve at half-maximal effect; % is scaled to controls: 0 for no effect and ±100 for the full control effect; nearly all actives have a fitted effect of over 75% in size; some results filed as inactive show a strong effect at the top dose
Target sequence (P49798 whole entry, looked up): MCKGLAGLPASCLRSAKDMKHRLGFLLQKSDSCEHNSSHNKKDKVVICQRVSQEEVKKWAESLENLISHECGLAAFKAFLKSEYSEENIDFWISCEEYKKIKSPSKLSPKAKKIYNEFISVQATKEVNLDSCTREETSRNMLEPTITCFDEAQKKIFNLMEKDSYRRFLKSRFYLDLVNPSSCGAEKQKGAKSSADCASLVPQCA
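MLSMR compounds (23 nl, pin-transferred) preincubated 10 min at room temperature with a 500nM (2x) first reagent, then RGS4 at 900nM (2x) plus Transcreener GDP mix added; fluorescence polarization (620/688 nm) read before and after 90 min at 30 °C.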
APEX1 inh = blocks human APE1 abasic DNA cleavage; AID 2517; hit rate 0.35% among 350,000; Potency, µM (titrated, usually from 65.8 µM), for inactives: at the top dose activity change, negative = inhibition, most hits filed as inhibitors; recombinant APE1, TAMRA/BHQ-2 abasic DNA cleavage fluorescence; P27695;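 also: potency is read from the fitted curve at half-maximal effect; plate controls were vehicle for no effect and reference inhibitor for full effect; nearly all actives have a fitted effect of over 55% in size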
Target sequence (P27695 whole entry, looked up): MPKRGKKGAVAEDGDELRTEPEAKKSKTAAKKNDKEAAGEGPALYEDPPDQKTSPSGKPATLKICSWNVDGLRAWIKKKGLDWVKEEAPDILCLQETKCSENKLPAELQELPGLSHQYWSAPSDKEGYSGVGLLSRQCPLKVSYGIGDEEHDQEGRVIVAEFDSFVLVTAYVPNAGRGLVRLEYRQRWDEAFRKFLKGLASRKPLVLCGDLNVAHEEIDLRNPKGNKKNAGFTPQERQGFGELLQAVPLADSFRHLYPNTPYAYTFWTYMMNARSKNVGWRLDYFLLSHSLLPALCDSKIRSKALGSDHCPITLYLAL
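Enzyme (0.75 nM final) and test compound are incubated 15 min at room temperature before adding 50 nM quenched THF abasic-site duplex. Cleavage dequenches TAMRA, followed at 525/598 nm over three reads one minute apart.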
Pol kappa inh = blocks human DNA polymerase kappa activity; purified Pol kappa, fluorescent DNA synthesis assay, 10 min; Potency, µM (series often up to 107 µM), for the others: top-dose activity, negative = inhibition, most hits filed as inhibitors; AID 588579; Q9UBT6; hit rate 0.53% among 400,000; also: potency is read from the fitted curve at half-maximal effect; % is scaled to controls: 0 for no effect and ±100 for the full control effect
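Inhibition of 10 nM Pol kappa is measured by a fluorescent read-out at 0 and 10 min following addition of 50 nM substrate (final), with a 15-min room-temperature compound preincubation.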
LDHA block = blocks human lactate dehydrogenase A; P00338; purified LDHA, NADH/diaphorase-resazurin fluorescence; active compounds read low; activity change, % (values are at about 110 or 230 µM); hit rate 0.15% among 480,000; in the data active = activity change below about -30%; inconclusive = mostly about -25% to -30%;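 also: plate controls were DMSO wells for no effect and wells without enzyme for full effect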
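Human LDH5 at 2 nM final in Tris HCl pH 7.4 with 0.06 mM NADH and 0.2 mM pyruvate, reacted 5 minutes at room temperature. Remaining NADH coupled via diaphorase/resazurin; resorufin fluorescence read at 0 and 20 minutes, normalized to enzyme-free and DMSO wells.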
POLH inh = inhibitors of human DNA polymerase eta | recombinant Pol eta, fluorescent DNA replication assay | Potency, µM (titrated, usually from 114 µM), for inactives: at the top dose activity change, negative = inhibition, actives largely listed as inhibitors | hit rate 1.2% among 390,000 | AID 588591; also: potency is read from the fitted curve at half-maximal effect; % is scaled to controls: 0 for no effect and ±100 for the full control effect
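Fluorescent replication assay: 50 nM final substrate added after a 15 min room-temperature compound preincubation with 10 nM enzyme. Signal taken at 0 min and again at 10 min.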
ALOX12 inh = inhibitors of human 12S-lipoxygenase ALOX12; P18054; purified 12hLO, xylenol orange hydroperoxide absorbance; Potency, µM (highest dose often 108 µM), inactives show at the highest dose activity change, negative = inhibition, usual class: inhibitors; hit rate 1.1% among 580,000; AID 1671190; also: potency is read from the fitted curve at half-maximal effect; % is scaled to controls: 0 for no effect and ±100 for the full control effect
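Purified human 12hLO at 150 nM in 25 mM Hepes, 0.01% Triton X-100, pH 7.0, preincubated 15 min at room temperature with compound. Reaction started with 40 uM arachidonic acid, 30 min at room temperature. Hydroperoxide measured by Fe-xylenol orange, 573/405 nm absorbance ratio.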
Pol beta inh = inhibitors of human DNA polymerase beta | hit rate 1.3% among 340,000 | AID 485314 | Potency, µM (doses to about 114 µM), inactives show at the highest dose activity change, negative = inhibition, actives largely listed as inhibitors | Pol beta primer extension/strand displacement, fluorescence kinetic; also: potency is read from the fitted curve at half-maximal effect; % is scaled to controls: 0 for no effect and ±100 for the full control effect
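Kinetic readout of DNA synthesis with strand displacement by Pol beta. Compound and 10 nM enzyme sit 15 min at room temperature; 50 nM substrate starts the reaction, read immediately and at 10 min.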
ERG-DNA inh = ERG Ets/DNA interaction inhibition | AID 624246 | Potency, µM (doses to about 76.9 µM), for the others: at the highest dose FP activity, negative = inhibition, actives largely listed as inhibitors | hit rate 0.028% among 370,000 | fluorescence polarization, His-ERG Ets domain / labelled DNA; active = well fitted inhibition curve with a large enough effect in the polarisation, with a control signal flat; inconclusive = small, poorly fitted or top-dose-only effect, or effect the other way, or a change in a side signal; inactive = no such curve, though single readings can be large or run the other way; the % refers to the polarisation;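 also: polarization taken with two DNA probes labelled with fluorescein and Texas red; potency is read from the fitted curve at half-maximal effect; % of control where 0% means no effect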
Target sequence (P11308 whole entry, looked up, the tested form may be a part): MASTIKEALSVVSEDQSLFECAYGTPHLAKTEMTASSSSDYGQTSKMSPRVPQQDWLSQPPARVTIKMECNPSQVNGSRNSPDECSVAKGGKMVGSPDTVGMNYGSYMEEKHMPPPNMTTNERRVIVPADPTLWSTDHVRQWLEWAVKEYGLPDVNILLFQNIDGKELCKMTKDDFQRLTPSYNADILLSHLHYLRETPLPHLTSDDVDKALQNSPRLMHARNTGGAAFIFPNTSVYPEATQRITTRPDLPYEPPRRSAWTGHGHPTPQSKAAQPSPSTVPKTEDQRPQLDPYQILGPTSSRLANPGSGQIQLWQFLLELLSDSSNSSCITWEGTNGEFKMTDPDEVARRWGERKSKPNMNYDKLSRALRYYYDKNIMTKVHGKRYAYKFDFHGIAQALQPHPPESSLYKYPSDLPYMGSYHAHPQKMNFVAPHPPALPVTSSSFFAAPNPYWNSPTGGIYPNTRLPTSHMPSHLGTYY
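His-tagged ERG Ets domain (1 uM in the protein solution; 300mM KCl, 50mM Tris-HCl, 1mM EDTA, 1mM DTT, pH 7.5) received compound, then a probe mix of 5 nM fluorescein-DNA and 100nM Texas-615-DNA. Fluorescence polarization was read for both dyes.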
The depositor's hits bear a star; ? = inconclusive; . = not tested or not shown; & = joins results of further samples; [ ] = dose if it differs, or a comment. Unless noted, calls follow the shape of the dose curve; as a rule, active = well fitted curve in the direction sought with a large enough effect; inconclusive = small, poorly fitted or top-dose-only effect, or another doubt; inactive = no such curve, though single readings can be large; an effect the other way counts as inactive or inconclusive. The list is partial. The share of hits here may be higher or lower than overall.

Every second line gives: Apoferritin bind	RGS4 inh	APEX1 inh	Pol kappa inh	LDHA block	POLH inh	ALOX12 inh	Pol beta inh	ERG-DNA inh
> Cc1cc(Br)cc(Br)c1OCC(=O)NNC(=O)Nc1ccccc1
    .	-16%	.	-3%	-2	-14%	0%	.	0%
> CCc1nnc(NS(=O)(=O)c2ccc(NC(=O)c3cc(Cl)ccc3Cl)cc2)s1
    -7%	8%	6%	-8%	-8	5%	-7%	?	1%
> CC(=O)N1CCN(S(=O)(=O)c2ccc(S(=O)(=O)NC3CC3)cc2)CC1
    2%	-7%	-1%	8%	2	-6%	-9%	-3%	1%
> CC1=NN(C(N)=S)C(=O)C1N=Nc1ccc(C)c(Br)c1 (stereo not given)
    1%	-43%	36%	-4%	-2	-16%	204%[activator]	-24%	-4%
> CC1(/[N+]([O-])=C\c2ccccc2F)CCCCC1=O (stereo not given)
    -6%	8%	0%	-8%	-11	-6%	11%	28%	-7%
> O=C(NCc1nc2ccccc2[nH]1)C1=C[C@@H](c2ccc(Br)cc2)C[C@@H](OCCCCO)O1
    -9%	14%	-2%	-13%	-1	-13%	-13%	0%	10%
> OCCN1CCN(CC(O)COc2ccc3ccccc3c2)CC1 (stereo not given)
    -1%	16%&2%	1%	-1%&-16%	-5&5	-11%&0%	?	3%	3%&-3%
> Cc1c(C)n(CC(O)CN2CCCCC2)c2ccccc12 (stereo not given)
    -8%	-7%	14%	-8%	?	-3%	?	9%	-3%
> COc1ccc2nc(N(Cc3cccnc3)C(=O)CCc3ccccc3)sc2c1
    32%[activator]	-11%	.	-11%[60.1 µM]	2	-28%	3%	?	-11%
> CNC(=O)Cn1c(=O)n(C)c2ccccc21
    -5%	6%	1%	3%	-5	-4%	7%	5%	-3%
> O=C(NCc1ccccc1)c1nnc(CS(=O)(=O)c2ccccc2)o1
    -21%	-4%	34%	2%	-2	?	35%[activator]	-10%	3%
> CC1CCN(C(=O)c2[nH]cnc2C(=O)NCC(=O)OC(C)(C)C)CC1
    -13%	19%	36%	-21%	-8	0%	-2%	-12%	-1%
> CC(C)CN(CC(C)C)C(=O)Nc1ccc(F)cc1F
    -5%	-10%	29%	11%	0	-12%	?	5%	-4%
> Cc1ccc(C(c2nnnn2CS(=O)(=O)c2ccc(C)cc2)N2CCC(C(N)=O)CC2)cc1 (stereo not given)
    -21%	-11%	2%	-1%	-20	-4%	-12%	-4%	-11%
> Cn1c(=O)c(=O)n(C)c2cc(S(=O)(=O)N3CCCCCC3)ccc21
    -6%	-4%	1%	-7%	-4	-1%	1%	9%	-3%
> COc1cc(/C=C/C(=O)c2ccc3c(c2)OCO3)cc(OC)c1OC
    .	-11%	-16%	-2%	-2	-10%	.	.	-4%
> CCCCCCC(=O)Oc1ccc(N2C(=O)CCC2=O)cc1
    ?	1%	9%	-3%	-3	-15%	-5%	-9%	-8%
> CN(Cc1cc2ccccc2[nH]c1=O)C(=O)C1CCCCC1
    -11%	-9%	0%	-4%	0	?	0%	39%	-6%
> CS(=O)(=O)c1ccc2nc(NC(=O)c3ccc(Cl)nc3)sc2c1
    -7%	-6%	-7%	-7%	-10	-4%	?	-3%	4%
> Cc1ccc(CNC(=O)CN(Cc2ccccc2)S(C)(=O)=O)cc1
    4%	?	12%	-6%	-6	2%	0%	21%	1%
> Cn1c(SCC(=O)Nc2ccccc2Cl)nnc1C1CC1
    3%	-6%	31%[activator]	5%	-2	-18%	24%	-9%	11%
> COCCN1CN=C(Nc2nc3ccccc3o2)NC1
    -6%	0%	-1%	-11%	-2	-17%	-18%	2%	-9%
> COc1ccc(C2SCCN2S(=O)(=O)c2ccccc2)cc1 (stereo not given)
    4%	14%	-2%	-2%	-6	-9%	-8%	-7%	19%
> Cc1c(-n2c(=S)[nH]c3ccccc3c2=O)c(=O)n(-c2ccccc2)n1C
    -16%	18%	4%	-6%	0	15%	-6%	0%	9%
> Cc1ccc(S(=O)(=O)N2CCCC(C(=O)N3CCN(c4ccccc4)CC3)C2)cc1 (stereo not given)
    -11%	-15%	-8%	-6%	3	-6%	?	0%	3%
> O=C(O)CCSc1nc(C(F)(F)F)cc(=O)n1-c1ccccc1
    -2%	14%[56.9 µM]	-3%	-12%	-14	1%	0%	0%	-9%
> CCOC(=O)Cc1csc(NC(=O)CSc2nc3sc(C(=O)O)c(C)c3c(=O)[nH]2)n1
    -1%	-3%	1%	-9%	-4	-11%	11%	-2%	4%
> Cc1ccc(S(=O)(=O)Nc2nc3ccccc3s2)cc1[N+](=O)[O-]
    -15%	-4%	8%	-19%	-9	5%	-8%	-4%	-7%
> CCCCOC(=O)C1C2CCC(O2)C1C(=O)OCC (stereo not given)
    .	-3%	.	-4%	2	-10%	0%	.	-1%
> Cc1ccc(/C=N/Nc2nncn2N)cc1
    -12%	-49%	6%	-2%	57	-6%	?	9%	-4%

Quoted from the listing:
O=C(O)CCSc1nc(C(F)(F)F)cc(=O)n1-c1ccccc1 in POLH inh is listed with 1%
CS(=O)(=O)c1ccc2nc(NC(=O)c3ccc(Cl)nc3)sc2c1 in POLH inh is listed with -4%

Next results
Every second line gives: Apoferritin bind	RGS4 inh	APEX1 inh	Pol kappa inh	LDHA block	POLH inh	ALOX12 inh	Pol beta inh	ERG-DNA inh
> COc1ccc(NC(=O)CSc2nc(-c3ccc(C)cc3)cc(C(F)(F)F)c2C#N)cc1
    -5%	2%[56.9 µM]	-4%	-7%	-7	-2%	-7%	17%	3%
> COc1cc(NC(=O)C2CCCN(S(=O)(=O)c3cnc[nH]3)C2)cc(OC)c1 (stereo not given)
    -2%	-12%	-1%	14%	0	-7%	3%	13%	-1%
> Cc1ccc(S(=O)(=O)c2cc3ccccc3oc2=O)cc1
    -2%	?	-3%	-13%	-2	-11%	-2%	-1%	13%
> CC(C)Sc1nc2ccsc2c(=O)[nH]1
    -22%	-25%	-3%	4%	-8	-4%	6%	-8%	3%
> Cn1c(Sc2nc3ccccc3n2C)nc2ccccc21
    -16%	-22%	-8%	-4%	-2	7%	?	1%	13%
> O=C(Nc1ccccc1F)C1C2C=CC3(O2)C1C(=O)N(c1cccnc1)C3C(=O)NC1CCCCC1 (stereo not given)
    -6%	12%	-1%	3%	-5	-10%	5%	-1%	-2%
> CCSc1ccccc1C(=O)N1CCC2(CC1)CC(=O)c1ccccc1O2
    .	-17%	39%	-9%	-4	-2%	-5%	.	9%
> CCCCCCCCCCCCCCCC[N+](C)(C)CCN(Cc1ccc(OC)cc1)c1ncccn1
    ?	-4%	-29%	-1%	4	-27%	?	.	-7%
> COc1ccc(/C=N/Nc2ccccn2)cc1O
    24%	-7%	-3%	2%	2	-22%	22%	4%	-3%
> O=C(O)C1CCCCC1C(=O)Nc1ccc2c(c1)CCC2 (stereo not given)
    5%	-5%	1%	-23%	1	-2%	61%[activator]	-26%	-3%
> CCc1ccc(NC(=O)CC2C(=O)NCCN2C(=O)c2ccccc2OC)cc1 (stereo not given)
    -5%&-3%	-3%&16%	-20%	-2%&-15%	4&-6	-16%&-10%	0%&0%	-9%&22%	4%&0%
> CC(=O)Nc1cccc(C(=O)N2CCN(S(=O)(=O)c3ccc(C4CCCCC4)cc3)CC2)c1
    .	-15%	.	-5%	2	-6%	0%	.	0%
> COc1ccc(CCNC(=O)Cn2nc([N+](=O)[O-])c(Br)c2C)cc1OC
    1%	-3%	4%	-18%	-2	-9%	6%	25%	1%
> CC(=O)Nc1ccc(NC(=O)CSc2nc3nc(C)cc(C)c3c(=O)[nH]2)cc1
    -15%	28%[11.4 µM]	-15%	-28%	-1	-7%	1%	0%	-12%
> O=C(O)c1cc2nc(-c3ccccc3)cc(-c3ccccc3)n2n1
    6%	5%	-10%	-1%	-9	10%	-10%	-12%	?
> CCN(CC)CCSc1nnc(Nc2ccccc2)n1-c1ccccc1
    3%	-2%	11%	3%	-6	1%	-13%	-2%	-9%
> Cc1ccc2c(c1)NC(=O)c1cc([N+](=O)[O-])ccc1O2
    -7%	11%	-3%	-10%	-5	-11%	145%[activator]	0%	16%
> Cc1cccc([C@@H]2[C@@H]3C(=O)N(Cc4ccccc4)C(=O)[C@@H]3[C@]3(C)C(=O)N(c4ccc(C(F)(F)F)cc4)C(=O)N23)c1
    -5%	-8%	-4%	-12%	-1	-20%	.	-1%	-7%
> O=C(O)CCOc1ccc2c(c1)OCCO2
    -6%	-28%	7%	-13%	1	-21%	142%[activator]	-7%	-8%
> O=C(Nc1ncccn1)c1ccc(C(F)(F)F)cc1
    -12%	-46%	-3%	0%	-3	-2%	24%	-15%	-9%
> Cc1ccc(CNc2nc3ccccc3n3c(C)nnc23)cc1
    1%	7%	.	-4%	-12	-2%	-18%	-28%	-1%
> O=C(CSc1nnc(-c2cccnc2)o1)c1cc2ccccc2oc1=O
    -5%	?	-1%	-22%	-1	?	0%	-29%	0%
> Cc1cc(-c2ccccc2)nc2cc(C(=O)NCc3ccco3)nn12
    5%	-9%	-12%	?	-11	45µM*	183%[activator]	?	-15%

Compound activity: PubChem, National Center for Advancing Translational Sciences (NCATS)
